# Bioassay records from PubChem.
# Runt-CBFb FRET: blocks binding of human RUNX1 Runt domain to CBFb; Q01196+Q13951; Cerulean-Runt/Venus-CBFb FRET ratio 530/480, 1 h; inhibition, % at 20 µM; 220,000 tested, 0.46% active; AID 1496;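 active means inhibition over about 50% at 20 µM in the single-dose screen, limit read from the data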;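 further: 0% = DMSO wells and 100% = excess unlabeled CBFb competitor control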
#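 Measured by: fluorescence energy transfer, 422 nm excitation, 530/480 nm emission; test system: Cerulean-tagged RUNX1 Runt domain (FRET donor) fusion protein; buffer or medium: Tris pH 7.5 buffer with BSA; compound: one dose, 20 µM compound, 1% DMSO; times: two 1 h room-temperature incubations shielded from light; benchmarks: unlabeled CBFb 5 µM, positive control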
# Tb hexokinase: blocks Trypanosoma brucei hexokinase 1 activity | inhibition, % at 10 µM | recombinant TbHK1, G6PDH-coupled NADH A340 | 220,000 tested, 0.11% active;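 active means inhibition of 50% or more in the single-dose primary screen; inactive means inhibition below 50%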
# Furin inhibitor: human furin inhibition; AID 463115; P09958; 220,000 tested, 0.061% active; inhibition, % at 30 µM; purified furin, fluorogenic substrate cleavage; in the data active means inhibition above about 25%; further: inactives centre near -15
# EBV gp42 inh: inhibitors of Epstein-Barr virus glycoprotein 42; AID 1085; 220,000 tested, 0.42% active; inhibition, % (tested at 21.74 µM); Q1HVG2; Fluorescence polarization binding assay, mP read-out; in the data active means inhibition above about 50%
# RBBP9 inh: inhibitors of human serine hydrolase RBBP9; O75884; recombinant RBBP9, FP-Rh probe fluorescence polarization; inhibition, % at 7.94 µM; 220,000 tested, 0.2% active;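 active means inhibition above the campaign mean of all tested compounds plus 3 SD, cut at about 14% in these data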;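 further: plate controls were DMSO wells with RBBP9 for no effect and wells lacking RBBP9 protein for full effect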
# Target sequence (O75884 whole entry, looked up): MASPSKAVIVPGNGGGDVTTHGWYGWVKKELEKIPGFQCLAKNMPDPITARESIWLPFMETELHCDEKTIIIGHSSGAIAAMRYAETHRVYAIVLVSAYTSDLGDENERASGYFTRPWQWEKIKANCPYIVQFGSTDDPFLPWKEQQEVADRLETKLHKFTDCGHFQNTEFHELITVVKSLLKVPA
#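 Material: RBBP9 protein. Amount: RBBP9 at 2.5 µM in dispensed solution, before mixing. Schedule: 30 min then 45 min, 25 °C. Medium: Tris buffer pH 8.0, NaCl, Pluronic. Measured by: fluorescence polarization. Measure: percent inhibition from mP, scaled between DMSO and no-protein wells. Replication: one well per compound.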
# p97 inhibitor: inhibitors of human p97 ATPase | P55072 | inhibition, % at 8 µM | 220,000 tested, 0.42% active | recombinant p97 ATPase, Kinase-Glo ATP luminescence, 3 h | AID 1481; in the data active means inhibition above about 15%;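 further: 0% = DMSO vehicle and 100% = wells lacking enzyme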
# Runt-SMMHC FRET: blocks binding of human RUNX1 Runt domain to CBFb-SMMHC; 220,000 tested, 0.74% active; inhibition, % at 20 µM; Cerulean-Runt/Venus-CBFb-SMMHC FRET ratio 530/480, 1 h;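 active means mean inhibition across duplicate retests at 20 µM reaching about 50%, limit read from the data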;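 further: 0% = DMSO wells and 100% = wells with excess untagged CBFb-SMMHC; inhibitors lower the FRET ratio by blocking Runt binding to CBFb-SMMHC; some results filed as inactive read as strong as hits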
# Calpain2 inh: calpain II (pig) inhibition; 220,000 tested, 0.37% active; inhibition, % at 16 µM; purified calpain II, fluorogenic peptide substrate, 30 min;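 active means inhibition above about 50%, limit read from the data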
# p47phox inh: blocks human p47phox regulatory protein of NADPH oxidases; AID 1274; inhibition, % at 24.7 µM; 220,000 tested, 0.53% active; p47phox/p22phox peptide binding, fluorescence polarization, 2 h;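 active means inhibition above about 30%, limit read from the data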;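 further: 0% = p47phox with labelled peptide and 100% = labelled peptide alone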
# Target sequence (P14598 whole entry, looked up): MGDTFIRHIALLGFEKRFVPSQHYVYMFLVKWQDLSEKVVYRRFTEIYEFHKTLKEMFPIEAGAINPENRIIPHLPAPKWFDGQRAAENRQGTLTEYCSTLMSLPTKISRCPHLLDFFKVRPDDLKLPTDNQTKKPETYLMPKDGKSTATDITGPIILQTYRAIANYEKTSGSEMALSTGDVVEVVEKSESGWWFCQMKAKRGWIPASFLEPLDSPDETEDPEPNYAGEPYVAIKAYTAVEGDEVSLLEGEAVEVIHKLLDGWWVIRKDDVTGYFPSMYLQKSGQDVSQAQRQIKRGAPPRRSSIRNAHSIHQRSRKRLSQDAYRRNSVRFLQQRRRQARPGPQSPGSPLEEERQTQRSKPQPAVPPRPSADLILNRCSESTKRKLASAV
# * hit, by the source's call; i = inactive; [ ] = dose if it differs, or a comment.
No.	Runt-CBFb FRET	Tb hexokinase	Furin inhibitor	EBV gp42 inh	RBBP9 inh	p97 inhibitor	Runt-SMMHC FRET	Calpain2 inh	p47phox inh	mol
1	0	-4	-13[20 µM]	-10	3	-2	1	-2	2	Cc1ccc(S(=O)(=O)NC(CC(=O)O)c2ccccc2)cc1 (stereo not drawn)
2	-11	-10	-21	11	-9	-4	6	6	-3	CCOc1cc(/C=C(\C#N)C(=O)NCC2CCCO2)ccc1OCC(N)=O (stereo not drawn)
3	1	-3	-35	-14	-8	1	-5	-22	0	COc1ccc(S(=O)(=O)N2CCc3ccccc32)cc1C(=O)NCCc1ccccn1
4	3	-3	-6	-10	-7	-5	4	0	-2	COc1ccc(NC(=O)c2cc(F)c(F)cc2Cl)cc1Cl
5	-1	3	-32	-20	-4	0	3	-18	30*	Cc1cc2c(s1)c1cnn(CC(=O)NCCc3ccccc3)c(=O)c1n2C
6	-2	48	-11	1	0	-3	-1	17	0	COCCCNC(=O)c1cn(Cc2c(F)cccc2Cl)nn1
7	2	10	-16[20 µM]	-10	-8	-7	-3	-43	2	CCN(CC)CCNC(=O)c1ccc(Cl)c(S(=O)(=O)N2CCCCCC2)c1
8	0	2	-21[20 µM]	4	14	0	1	-10	-15	CC(C)CCNC(=O)c1ccc(CSCc2cccc(F)c2)o1
9	-1	-16	-11	-4	-1	2	-3	-27	8	Cc1ccc(OCC(=O)N/N=C/c2ccc3c(c2)OCO3)cc1C
10	-1	4	-18	-7	0	5	0	10	-6	CCN(CC)S(=O)(=O)c1cccc(C(=O)OCc2cc(=O)n3nc(C)sc3n2)c1
11	-9	-11	-15	7	-3	-18	-2	21	-12	O=C(c1ccc(COc2ccccc2Cl)o1)N1CCN(c2ccccc2)CC1
12	-5	-5	-23	-23	-9	1	2	-10	-6	CC(C)(C)c1nnc2sc(SCC(=O)N3CCCc4ccccc43)nn2c1=O
13	0	-7	-7[20 µM]	-21	-2	4	-1	-1	-1	O=C(Nc1ccccc1)N1CCN(Cc2ccccc2)CC1
14	1	-7	-19	-10	-1	6	3	-21	1	O=C(Nc1ccc2c(c1)OCCO2)C1CCN(c2ncccn2)CC1
15	0	-5	-22[20 µM]	-16	0	4	-1	-28	0	C=CCc1c(C)nc(SCC(=C)C)[nH]c1=O
16	3	0	-9[20 µM]	-15	-2	-5	0	14	-11	COc1ccc(CCC(=O)Nc2cc(Cl)ccc2OC)cc1
17	4	0	-16	-3	-5	2	-3	19	-14	O=C(Nc1cccc(O)c1)C1CCCN1C(=O)OCc1ccccc1 (stereo not drawn)
18	0	-11	-17	1	-5	3	3	2	5	CCOC(=O)c1c(NCCN(C)C)c2ccccc2[nH]c1=O
19	0	-1	-24	-10	-10	4	1	1	0	CCOC(=O)CSc1cc(CS(C)(=O)=O)nc(-c2ccccn2)n1
20	3	3	-15	-8	-3	5	-1	15	-3	CNc1ccc(Oc2nc([N+](=O)[O-])nn2C)cc1
21	-1	2	-17[20 µM]	-9	-4	6	2	-8	-17	CCOCCCNC(=O)c1ccccc1SC
22	9	-45	-10	-15	4	9	-9	4	6	COc1ccc(N=Nc2ccc(O)c3ncccc23)cc1
23	-1	-1	-5	-6	-12	-8	-2	-31	5	CCOc1ccc(C2CC(c3ccc(F)cc3)Nc3nc(N)nn32)cc1 (stereo not drawn)
24	1	0	-12[20 µM]	-14	-2	-5	-2	13	-3	CCC1(CC)C(=O)NC(=O)NC1=NCCc1ccc(O)cc1
25	-1	5	-21	-20	-1	2	2	-26	-23	CCc1nc(SCC(=O)Nc2c(C)n(C)n(-c3ccccc3)c2=O)n[nH]1
26	1	-7	-37	-22	-7	1	2	i	34*	CCOC(=O)CCn1c2nc(C)cc(C)c2c(=O)n1-c1ccccc1
27	22	0	-24	-18	5	4	7	-18	3	CC(C)Oc1ccc(C(=O)NC2=NCCS2)cc1
28	0	2	-25	-8	-5	3	-1	31	8	O=S(=O)(c1ccc(F)c(F)c1)N1CCN(Cc2ccc3c(c2)OCO3)CC1

# Structural class, the compounds so far with a halogen (eight)
No.	Runt-CBFb FRET	Tb hexokinase	Furin inhibitor	EBV gp42 inh	RBBP9 inh	p97 inhibitor	Runt-SMMHC FRET	Calpain2 inh	p47phox inh	mol
4	3	-3	-6	-10	-7	-5	4	0	-2	COc1ccc(NC(=O)c2cc(F)c(F)cc2Cl)cc1Cl
6	-2	48	-11	1	0	-3	-1	17	0	COCCCNC(=O)c1cn(Cc2c(F)cccc2Cl)nn1
7	2	10	-16[20 µM]	-10	-8	-7	-3	-43	2	CCN(CC)CCNC(=O)c1ccc(Cl)c(S(=O)(=O)N2CCCCCC2)c1
8	0	2	-21[20 µM]	4	14	0	1	-10	-15	CC(C)CCNC(=O)c1ccc(CSCc2cccc(F)c2)o1
11	-9	-11	-15	7	-3	-18	-2	21	-12	O=C(c1ccc(COc2ccccc2Cl)o1)N1CCN(c2ccccc2)CC1
16	3	0	-9[20 µM]	-15	-2	-5	0	14	-11	COc1ccc(CCC(=O)Nc2cc(Cl)ccc2OC)cc1
23	-1	-1	-5	-6	-12	-8	-2	-31	5	CCOc1ccc(C2CC(c3ccc(F)cc3)Nc3nc(N)nn32)cc1 (stereo not drawn)
28	0	2	-25	-8	-5	3	-1	31	8	O=S(=O)(c1ccc(F)c(F)c1)N1CCN(Cc2ccc3c(c2)OCO3)CC1

# Part of the list above, bar-delimited.
item | Structure | Runt-CBFb FRET | Tb hexokinase | Furin inhibitor | EBV gp42 inh | RBBP9 inh | p97 inhibitor | Runt-SMMHC FRET | Calpain2 inh | p47phox inh
27 | CC(C)Oc1ccc(C(=O)NC2=NCCS2)cc1 | 22 | 0 | -24 | -18 | 5 | 4 | 7 | -18 | 3
26 | CCOC(=O)CCn1c2nc(C)cc(C)c2c(=O)n1-c1ccccc1 | 1 | -7 | -37 | -22 | -7 | 1 | 2 | i | 34*
